# Compound activity (PubChem BioAssay)
# EWS-Fli block – EWS/Fli transcriptional activity inhibition | A673 NR0B1-luciferase reporter, viability-normalised | inhibition, % at 12.6 µM | 350,000 tested, 0.67% active;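 active = mean inhibition of at least 50% after viability correction, with every replicate also passing that limit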;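 also: firefly luciferase signal divided by Alamar Blue viability fluorescence both relative to DMSO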
# RAD52 inh – blocks human RAD52 DNA annealing; 360,000 tested, 0.46% active; P43351; inhibition, % at 18.7 µM; recombinant RAD52 DNA annealing, FRET fluorescence; AID 651710;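 active = every replicate showing at least 50% inhibition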
# FN deposit inh – fibronectin deposition inhibition. AID 743247. AH1F fibroblasts, Alexa488-fibronectin deposition fluorescence, overnight. 350,000 tested, 0.086% active. inhibition, % at 12.6 µM;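 active = mean inhibition across replicates of 30% or more, regardless of how many single replicates reach that level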;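 also: positive control wells lacked labelled fibronectin entirely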
#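 Material: AH1F fibroblasts assembling fluorescent fibronectin matrix; amount: 10000 AH1F cells/well; medium: DMEM, 2% serum; reagent: Alexa488-fibronectin, 24 nM final in well; dosing: single compound dose, delivered by pin transfer; incubation: 1 h adhesion, overnight exposure; detection: fluorescence after three HBSS washes, excitation 485 nm, emission 525 nm; measure: fibronectin deposition inhibition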
# S100A4 inh HTS – blocks human S100A4 binding to myosin IIA peptide. P26447. S100A4/TAMRA-MyoIIA peptide fluorescence polarization. inhibition, % at 10.7 µM. 360,000 tested, 0.14% active. AID 652163;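 active = mean inhibition of at least 70% across replicates, with every replicate also reaching that level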
# Target sequence (P26447 whole entry, looked up): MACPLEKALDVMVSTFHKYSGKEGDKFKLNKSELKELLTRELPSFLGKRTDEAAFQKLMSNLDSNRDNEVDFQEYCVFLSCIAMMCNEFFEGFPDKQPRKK
#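 Material: human S100A4 monomer with TAMRA-labelled myosin IIA peptide; buffer or medium: HEPES pH 7.2 with CaCl2, KCl, NaCl, DTT, Triton; compound dosing: one concentration per compound; schedule: 5 min incubation before reading; benchmarks: neutral control DMSO, positive control TFP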
# XiGFP reactiv – X-chromosome reactivation activator; XiGFP mouse fibroblasts, % GFP-positive cells imaging, 3 d; cells co-treated with 5-aza-dC sensitizer; scaled so ellipticine positive control = 100%; 360,000 tested, 0.055% active; activation, % at 7.58 µM; AID 743238;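 active = mean normalized replicate activation at least 10% and every replicate at or above 10%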;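 also: 0% = median of on-plate neutral control wells and 100% = ellipticine 6 µM median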
#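 material = 68-5-11 XiGFP fibroblast line | medium = DMEM plus 5-aza-dC sensitizer | schedule = 3 days compound exposure | benchmarks = positive control ellipticine, 6 µM final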
# RAD54 inh – inhibitors of human RAD54 branch migration. Q92698. RAD54 Holliday junction branch migration, FAM/BHQ fluorescence. inhibition, % at 10.4 µM. 360,000 tested, 0.14% active;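 active = mean normalized replicate activity at least 40 and at least half of replicates scoring 40 or more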;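 also: 0% = median of neutral control wells and 100% = median of positive control wells; inhibitors cause a drop in the FAM fluorescence signal; in these data hits start at about 50%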
# Target sequence (Q92698 whole entry, looked up): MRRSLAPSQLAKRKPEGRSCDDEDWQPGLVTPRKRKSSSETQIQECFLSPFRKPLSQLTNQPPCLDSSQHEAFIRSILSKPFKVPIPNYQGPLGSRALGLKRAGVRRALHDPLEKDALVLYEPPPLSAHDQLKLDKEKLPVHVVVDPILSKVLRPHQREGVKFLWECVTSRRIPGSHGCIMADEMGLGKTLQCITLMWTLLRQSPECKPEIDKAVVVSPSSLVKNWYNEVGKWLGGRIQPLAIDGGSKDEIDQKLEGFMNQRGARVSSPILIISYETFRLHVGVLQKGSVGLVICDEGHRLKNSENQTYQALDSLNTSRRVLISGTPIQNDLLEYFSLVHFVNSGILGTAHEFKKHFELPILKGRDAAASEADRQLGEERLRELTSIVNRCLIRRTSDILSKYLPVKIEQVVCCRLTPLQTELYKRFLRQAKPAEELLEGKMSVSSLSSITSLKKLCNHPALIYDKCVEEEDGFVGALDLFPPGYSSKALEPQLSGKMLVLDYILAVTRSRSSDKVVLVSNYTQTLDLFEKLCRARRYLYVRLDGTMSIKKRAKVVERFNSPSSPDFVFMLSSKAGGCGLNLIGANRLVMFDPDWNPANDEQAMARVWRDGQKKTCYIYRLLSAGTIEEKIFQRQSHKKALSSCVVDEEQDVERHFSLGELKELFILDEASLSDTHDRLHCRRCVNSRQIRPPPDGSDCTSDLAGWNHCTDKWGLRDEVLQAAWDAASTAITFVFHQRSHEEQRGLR
# esBAF inh – blocks esBAF chromatin remodeling in mouse ES cells; 350,000 tested, 2% active; reporter increase, % at 12.5 µM; AID 602393; Bmi1-luciferase knock-in reporter, 24 h; 100% = twice the neutral-well signal; in the data active = activation above about 40%;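 also: 0% = median of the plate's neutral control wells and 100% = double that signal; a rise in the Bmi1 reporter signal indicates esBAF inhibition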
# E-selectin induc – induces E-selectin expression in human endothelial cells; P16581; HUVEC E-selectin immunofluorescence imaging; normalized: neutral wells 0, TNF-alpha wells 100; activation, % at 7.58 µM; 260,000 tested, 0.37% active;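 active = mean E-selectin-positive cell signal at least 10% of the positive control, reached in at least 60% of replicates, without over 20% cell loss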;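 also: in these data hits start at about 27%; measured in HUVEC primary endothelial cells; signal is the percent of cells scored E-selectin positive by PE staining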
#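 Read-out basis: % PE-positive cells; Test system: HUVEC primary endothelial cells; Technique: immunofluorescence imaging; Dosing: single-point compound dose.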
# * marks the source's active call; other numbers are inactive results; . = no result given. Outcome played no part in choosing rows (roughly 3% active in at least one column).
no.	SMILES	EWS-Fli block	RAD52 inh	FN deposit inh	S100A4 inh HTS
1	COc1ccc(/C=C2\SC(N3CCc4ccccc4C3)=NC2=O)cc1OC	0	-23	10	-5
2	CC(C)C#Cc1ccc([C@@H]2[C@H](CO)N3CCCCN(CC4CC4)C[C@@H]23)cc1	6	5	.	-3
3	CC(C)(C)n1nnnc1C(c1ccc2ncccc2c1)N1CCC(O)CC1 (configuration not stated)	7	7	-9	0
4	O=C(c1ccc(F)cc1)N1CC(=O)N2[C@H](CO)[C@@H](c3ccc(/C=C/c4ccccc4)cc3)[C@@H]2C1	-5	-29	.	2
5	CO[C@H]1CN(C)C(=O)c2ccc(NC(=O)Nc3ccccc3F)cc2OC[C@H](C)N(C)C[C@H]1C	2	17	7	8
6	CCC(=O)Nc1ccc2c(c1)C(=O)N(C)C[C@@H](OC)[C@@H](C)CN(Cc1ccccn1)[C@H](C)CO2	0	-7	1	-6
7	[O-][n+]1ccccc1SC/C=C/c1ccccc1	-12	0	-41	-3
8	CCN(CC(=O)Nc1c(F)cccc1F)C(=O)c1ccc(S(=O)(=O)N2CCCCCC2)cc1	-6	-4	-1	-1
9	CC1CCN(CCCNC(=O)c2ccc3c(=O)n(Cc4ccc(Cl)cc4)c(=S)[nH]c3c2)CC1	28	-25	0	-3
10	CC1(c2nnc(Cc3ccccc3)o2)CC(c2ccc(F)cc2)=NO1 (configuration not stated)	-1	-6	8	-1

no.	XiGFP reactiv	RAD54 inh	esBAF inh	E-selectin induc
1	0.0	.	.	1.4
2	0.0	7	.	-0.2
3	0.0	4	3	0.6
4	0.2	.	.	0.0
5	0.1	-2	-3	0.4
6	0.4	-2	0	-0.1
7	0.3	.	.	.
8	0.0	-1	-2	0.3
9	-0.1	-5	-3	-1.4
10	0.0	4	5	0.1

# Remaining list, next part:
no.	SMILES	EWS-Fli block	RAD52 inh	FN deposit inh	S100A4 inh HTS
11	C[C@@H]1CN([C@H](C)CO)C(=O)c2cc(Br)cnc2O[C@@H]1CN(C)CC1CC1	3	2	.	0
12	COc1ccc(C)cc1NC(=O)c1cnc2sccn2c1=O	-41	-11	6	-6
13	CCCOC(=O)CC1C(=O)NCCN1Cc1ccccc1C (configuration not stated)	6	-8	-4	1
14	CC(C)CNc1ncnc2c1ncn2[C@H]1CN(CCc2ccccc2)C[C@@H](CO)O1	3	0	3	-18
15	COc1cc(NC(=O)c2cc(C)no2)c(OC)cc1Cl	8	-12	-2	-5
16	O=c1oc2ccccc2c(Nc2ccc(F)cc2)c1[N+](=O)[O-]	10	-15	.	-4
17	CCCS(=O)(=O)n1nc(-c2ccc(Br)cc2)cc1N	-20	-10	0	-3
18	Cc1ccc(-n2cc(CNC(C)Cn3cncn3)c(-c3ccc(F)cc3)n2)cc1 (configuration not stated)	-12	-16	2	-5
19	Clc1cccc(Cl)c1-c1noc(CN2CCOCC2)n1	1	-11	2	1
20	C[C@H](CO)N1C[C@H](C)[C@@H](CN(C)C(=O)Nc2ccc(F)cc2)OCCCC[C@H](C)Oc2ccc(NS(=O)(=O)c3cccs3)cc2C1=O	-4	-1	.	-32

no.	XiGFP reactiv	RAD54 inh	esBAF inh	E-selectin induc
11	-0.1	4	-2	.
12	0.5	.	.	-0.1
13	0.0	6	-34	.
14	0.1	-2	-1	-0.1
15	0.1	1	1	0.0
16	-0.1	.	.	.
17	0.3	-3	7	-0.3
18	0.2	.	.	.
19	0.1	.	11	.
20	-0.2	4	2	0.6

# (continued)
no.	SMILES	EWS-Fli block	RAD52 inh	FN deposit inh	S100A4 inh HTS
21	Cc1ccc(N2CCN(/N=C/C(Cl)=C/c3ccccc3)CC2)cc1	2	-7	-10	-16
22	O=C(CNC(=O)C1CC(=O)N(c2cccc3ccccc23)C1)Nc1ccccc1Br (configuration not stated)	15	3	19	12
23	C[C@@H]1CN([C@@H](C)CO)C(=O)c2ccccc2-c2ccccc2CO[C@@H]1CN(C)S(=O)(=O)Cc1ccccc1	2	19	7	2
24	CC(Oc1ccc(F)cc1)C(=O)Nc1cc(S(=O)(=O)N2CCOCC2)ccc1N1CCCCC1 (configuration not stated)	21	-9	-5	0
25	COc1cccc(/C=C/C(=O)OCC(=O)c2ccc(C)c(C)c2)c1OC	5	-7	-1	12
26	C[C@H](CO)N1C[C@H](C)[C@@H](CN(C)C(=O)Nc2cccc3ccccc23)Oc2c(NC(=O)c3ccc(-c4nccs4)cc3)cccc2C1=O	18	-7	7	-10
27	O=C(NC(=S)Nc1cccc2[nH]ncc12)c1ccccc1	-46	-15	3	1
28	N=C(c1cccc([N+](=O)[O-])c1)N1CCCCCC1	6	2	2	0
29	Clc1ccc(-c2cnn3c(-c4ccncc4)ccnc23)cc1	-6	-3	4	-8
30	O=C(NCC[C@H]1CC[C@H](NC(=O)C2CCCCC2)[C@@H](CO)O1)c1ccc(F)cc1	1	-6	1	-18

no.	XiGFP reactiv	RAD54 inh	esBAF inh	E-selectin induc
21	0.1	-1	-2	.
22	-0.1	4	1	-0.7
23	0.0	-1	2	0.1
24	0.0	-16	6	-2.2
25	-0.8	8	1	-1.4
26	-0.2	0	4	.
27	0.0	0	14	3.6
28	-0.1	.	.	-2.0
29	-0.1	.	.	.
30	-0.1	-5	1	-0.4

# Continuation.
no.	SMILES	EWS-Fli block	RAD52 inh	FN deposit inh	S100A4 inh HTS
31	CCOc1ccc(CCNC(=O)c2ccc(C)c(S(=O)(=O)N3CCOCC3)c2)cc1OCC	-2	-18	5	2
32	CS(=O)(=O)N1CCN(c2ccc(C(=O)NC34CC5CC(CC(C5)C3)C4)cc2[N+](=O)[O-])CC1	.	.	0	.
33	CCOC(=O)c1c(C)c(C(=O)NCCOC)c(C)n1CC	9	-17	.	15
34	Cc1cc(=O)c2cc(NC(=O)c3ccccc3Cl)ccc2[nH]1	-3	2	4	-1
35	Cc1ccc(-c2cc3c(N=O)c4ccccc4c-3n[nH]2)cc1	80*	-4	0	0
36	O=C(Cc1ccccc1)N[C@H]1C=C[C@H](CC(=O)N2CCOCC2)O[C@@H]1CO	3	10	1	10
37	C[C@@H]1CN([C@@H](C)CO)C(=O)Cc2cc(NC(=O)c3ccncc3)ccc2O[C@@H]1CN(C)S(C)(=O)=O	-11	7	.	1
38	CC(=O)Nc1ccc(NC(=O)CC2CCCC2)cc1	-26	-14	3	4
39	O=C(CSc1nncn1-c1ccccn1)Nc1ccccc1Cl	-3	-6	-14	3
40	CCCc1cc(=O)[nH]c(SCC(=O)NC(=O)NC2CCCC2)n1	10	-14	0	-1

no.	XiGFP reactiv	RAD54 inh	esBAF inh	E-selectin induc
31	0.0	-2	-2	-0.4
32	0.2	11	-1	.
33	.	-4	1	.
34	0.0	3	-7	.
35	0.1	.	.	.
36	0.6	-5	-2	0.3
37	0.0	4	-2	37*
38	0.0	0	9	0.3
39	0.1	0	-1	.
40	0.0	-2	-8	.

# Ordered by count of non-hydrogen atoms (smallest number first): part of the list above.
no.	SMILES	EWS-Fli block	RAD52 inh	FN deposit inh	S100A4 inh HTS
7	[O-][n+]1ccccc1SC/C=C/c1ccccc1	-12	0	-41	-3
17	CCCS(=O)(=O)n1nc(-c2ccc(Br)cc2)cc1N	-20	-10	0	-3
19	Clc1cccc(Cl)c1-c1noc(CN2CCOCC2)n1	1	-11	2	1
27	O=C(NC(=S)Nc1cccc2[nH]ncc12)c1ccccc1	-46	-15	3	1
29	Clc1ccc(-c2cnn3c(-c4ccncc4)ccnc23)cc1	-6	-3	4	-8
21	Cc1ccc(N2CCN(/N=C/C(Cl)=C/c3ccccc3)CC2)cc1	2	-7	-10	-16
11	C[C@@H]1CN([C@H](C)CO)C(=O)c2cc(Br)cnc2O[C@@H]1CN(C)CC1CC1	3	2	.	0
36	O=C(Cc1ccccc1)N[C@H]1C=C[C@H](CC(=O)N2CCOCC2)O[C@@H]1CO	3	10	1	10
32	CS(=O)(=O)N1CCN(c2ccc(C(=O)NC34CC5CC(CC(C5)C3)C4)cc2[N+](=O)[O-])CC1	.	.	0	.
9	CC1CCN(CCCNC(=O)c2ccc3c(=O)n(Cc4ccc(Cl)cc4)c(=S)[nH]c3c2)CC1	28	-25	0	-3
23	C[C@@H]1CN([C@@H](C)CO)C(=O)c2ccccc2-c2ccccc2CO[C@@H]1CN(C)S(=O)(=O)Cc1ccccc1	2	19	7	2

no.	XiGFP reactiv	RAD54 inh	esBAF inh	E-selectin induc
7	0.3	.	.	.
17	0.3	-3	7	-0.3
19	0.1	.	11	.
27	0.0	0	14	3.6
29	-0.1	.	.	.
21	0.1	-1	-2	.
11	-0.1	4	-2	.
36	0.6	-5	-2	0.3
32	0.2	11	-1	.
9	-0.1	-5	-3	-1.4
23	0.0	-1	2	0.1

# Remaining list, next part:
no.	SMILES	EWS-Fli block	RAD52 inh	FN deposit inh	S100A4 inh HTS
41	CC1(NC(=S)NCCCCCCNC(=S)NC2(C)CCS(=O)(=O)C2)CCS(=O)(=O)C1 (configuration not stated)	0	-3	-4	-2
42	N#C[C@H]1[C@@H](c2ccccc2)[C@@H](CO)N1C(=O)Nc1cccc(F)c1	-3	2	-6	-4
43	CN(C)CCN(C(=O)c1ccc(C(=O)c2ccccc2)cc1)c1nc2cc3c(cc2s1)OCO3	-7	-6	0	-5
44	CSc1cccc(NC(=S)N2CCCN(Cc3ccccc3F)C2)c1	-1	-12	-2	-8
45	CCCC(=O)Nc1ccc2c(c1)C(=O)N(C)[C@H]1CC[C@@H](CC(=O)O)O[C@@H]1CO2	-5	-3	-4	4
46	CNc1cc(Cl)nc(SC)n1	14	-11	8	-4
47	CCCCCC(=O)N/N=C/c1ccccc1[N+](=O)[O-]	-7	-12	2	0
48	C[C@@H]1CN([C@@H](C)CO)C(=O)c2cc(NS(C)(=O)=O)ccc2O[C@H]1CN(C)S(=O)(=O)c1cn(C)cn1	1	-6	.	-11
49	CC1=C(C(=O)OC(C)(C)C)C(c2ccc(Br)cc2)NC(=O)N1CCCC(=O)O (configuration not stated)	-8	-3	3	2
50	COc1c(C)cc(C(O)c2ncc(-c3ccccc3C(F)(F)F)[nH]2)cc1C (configuration not stated)	12	10	0	4
51	Cc1ccc(CN2CC(C(=O)N(CC(C)C)c3c(N)n(Cc4ccccc4)c(=O)[nH]c3=O)CC2=O)cc1 (configuration not stated)	-5	-12	3	6

no.	XiGFP reactiv	RAD54 inh	esBAF inh	E-selectin induc
41	-0.1	17	.	.
42	-0.1	3	1	0.1
43	0.0	5	0	-2.2
44	-0.2	.	-4	.
45	-0.1	-4	-15	0.0
46	0.1	.	.	0.8
47	0.0	.	.	.
48	0.0	-1	-2	12
49	0.0	.	.	-0.1
50	0.0	6	0	0.2
51	0.1	-6	1	-0.3
